HIV RNase H inh = inhibitors of HIV-1 reverse transcriptase RNase H | P04585 | AID 565 | RT-RNase H RNA/DNA duplex cleavage, fluorescence | inhibition, % at 10 µM | 65,000 tested, 1.9% active; in the data active means inhibition above about 50%
RmlCD inh mix = inhibitors of RmlC and RmlD coupled enzymes. RmlC/RmlD coupled enzyme inhibition, 384-well mixture HTS. inhibition, % at 5.5 µM. 110,000 tested, 0.39% active. AID 1532; in the data active means inhibition above about 30%, passing the limit was not always enough; further: strong numbers were not always called active
The depositor's hits bear a star; x = no result given.

Start of the data: the first 30 records as a preview:
SMILES	HIV RNase H inh	RmlCD inh mix
O=C(c1cc2nc(C3CC3)cc(C(F)F)n2n1)N1CCOCC1	-4.2	-10.3
COC(=O)CC1=C(C(=O)OC)C(c2cccs2)C(C#N)=C(N)O1 (stereo unspecified)	-3.1	-7.7
O=C(N/N=C/c1ccsc1)c1cc(O)cc(O)c1	x	-3.1
COc1ccccc1Cc1nc(-c2ccc(Br)o2)no1	-31.5	-8.4
Cc1cccc(N2C(=O)NC3(CCCCC3)C2=O)c1	x	30.1
Cc1onc(-c2ccccc2Cl)c1C(=O)Nc1cccc(-c2cn3cccnc3n2)c1	-6.1	42.3
Cc1cccc(NC(=O)c2ccc(S(=O)(=O)N(C)C)cc2)c1	-3.8	-7.7
CN(C)C(=O)c1noc2cc([N+](=O)[O-])ccc12	x	5.4
CCC(=O)Nc1ccc(N2CCN(C(=O)c3ccccc3C)CC2)cc1	5.5	8.2
Cc1cc(NC(=O)C23CCC(C)(c4nc5cc(Cl)c(Cl)cc5nc42)C3(C)C)no1 (stereo unspecified)	12.2	x
COc1ccc(-n2ccc(=O)c3c2CCCC3=O)cc1	-5.2	-1.4
COC(=O)CSc1nc2ccc(NC(C)=O)cc2s1	0.9	5.7
COC(=O)c1ccc(NC(=O)CCS(=O)(=O)c2ccc(Br)s2)cc1	x	-9.0
COc1ccc(N(C(=O)c2ccccc2OC(C)=O)C(C)C2CC2)cc1 (stereo unspecified)	x	2.2
COc1ccc(O)c(/C=N/Nc2nc(Nc3ccccc3)nc(-n3nc(C)cc3C)n2)c1	x	-3.3
Cc1ccc(C(=O)N/C(=C/c2ccc(-c3cc(C(F)(F)F)ccc3Cl)o2)C(=O)NCc2cccnc2)cc1	x	1.2
CN1C(C)(C)CC(NC(=O)CCC(=O)NC2CC(C)(C)N(C)C(C)(C)C2)CC1(C)C	-12.3	-7.2
COc1ccccc1-n1c(SCC(=O)Nc2ccccc2F)nc2[nH]ncc2c1=O	-4.2	-10.3
CC1CCc2nn(CC(=O)NCc3ccco3)cc2C1 (stereo unspecified)	-10.7	-12.7
COC(=O)c1ccccc1NC(=O)CNC(=O)c1ccco1	-3.0	-0.6
O=C(NCc1ccccn1)C1CCN(S(=O)(=O)c2cccs2)CC1	-4.0	-9.3
Cc1nc2ccccc2c2oc(C(=O)NCc3ccc4c(c3)OCO4)cc12	-76.5	8.3
Cc1ccc(C2CC(=O)N3CN(Cc4ccco4)CSC3=C2C#N)cc1 (stereo unspecified)	25.6	72.5
Cc1cc(Cl)ccc1OCCCC(N)=O	-5.3	-12.3
COc1ccc(C2/C(=C(/O)c3ccccc3)C(=O)C(=O)N2c2ccccn2)c(OC)c1 (stereo unspecified)	x	3.9
COCCNC(=O)c1cc2c(-c3ccccc3F)nn(C)c2s1	-13.2	x
COc1ccccc1C(=O)n1nc(-c2ccc(Cl)cc2)nc1N	-9.3	x
CC(=O)n1cc([C@@H]2C=C(C(=O)NCc3ccccc3)O[C@H](OCc3ccc(CO)cc3)C2)c2ccccc21	x	3.0
N#CC1(c2ccccc2)CCCN1C(=O)c1ccccc1Cl (stereo unspecified)	x	5.5
Cc1ccc(S(=O)(=O)NCc2cn3ccsc3n2)c(C)c1	-11.2	3.6

The listing, previewed entries included:
SMILES	HIV RNase H inh	RmlCD inh mix
O=C(c1cc2nc(C3CC3)cc(C(F)F)n2n1)N1CCOCC1	-4.2	-10.3
COC(=O)CC1=C(C(=O)OC)C(c2cccs2)C(C#N)=C(N)O1 (stereo unspecified)	-3.1	-7.7
O=C(N/N=C/c1ccsc1)c1cc(O)cc(O)c1	x	-3.1
COc1ccccc1Cc1nc(-c2ccc(Br)o2)no1	-31.5	-8.4
Cc1cccc(N2C(=O)NC3(CCCCC3)C2=O)c1	x	30.1
Cc1onc(-c2ccccc2Cl)c1C(=O)Nc1cccc(-c2cn3cccnc3n2)c1	-6.1	42.3
Cc1cccc(NC(=O)c2ccc(S(=O)(=O)N(C)C)cc2)c1	-3.8	-7.7
CN(C)C(=O)c1noc2cc([N+](=O)[O-])ccc12	x	5.4
CCC(=O)Nc1ccc(N2CCN(C(=O)c3ccccc3C)CC2)cc1	5.5	8.2
Cc1cc(NC(=O)C23CCC(C)(c4nc5cc(Cl)c(Cl)cc5nc42)C3(C)C)no1 (stereo unspecified)	12.2	x
COc1ccc(-n2ccc(=O)c3c2CCCC3=O)cc1	-5.2	-1.4
COC(=O)CSc1nc2ccc(NC(C)=O)cc2s1	0.9	5.7
COC(=O)c1ccc(NC(=O)CCS(=O)(=O)c2ccc(Br)s2)cc1	x	-9.0
COc1ccc(N(C(=O)c2ccccc2OC(C)=O)C(C)C2CC2)cc1 (stereo unspecified)	x	2.2
COc1ccc(O)c(/C=N/Nc2nc(Nc3ccccc3)nc(-n3nc(C)cc3C)n2)c1	x	-3.3
Cc1ccc(C(=O)N/C(=C/c2ccc(-c3cc(C(F)(F)F)ccc3Cl)o2)C(=O)NCc2cccnc2)cc1	x	1.2
CN1C(C)(C)CC(NC(=O)CCC(=O)NC2CC(C)(C)N(C)C(C)(C)C2)CC1(C)C	-12.3	-7.2
COc1ccccc1-n1c(SCC(=O)Nc2ccccc2F)nc2[nH]ncc2c1=O	-4.2	-10.3
CC1CCc2nn(CC(=O)NCc3ccco3)cc2C1 (stereo unspecified)	-10.7	-12.7
COC(=O)c1ccccc1NC(=O)CNC(=O)c1ccco1	-3.0	-0.6
O=C(NCc1ccccn1)C1CCN(S(=O)(=O)c2cccs2)CC1	-4.0	-9.3
Cc1nc2ccccc2c2oc(C(=O)NCc3ccc4c(c3)OCO4)cc12	-76.5	8.3
Cc1ccc(C2CC(=O)N3CN(Cc4ccco4)CSC3=C2C#N)cc1 (stereo unspecified)	25.6	72.5
Cc1cc(Cl)ccc1OCCCC(N)=O	-5.3	-12.3
COc1ccc(C2/C(=C(/O)c3ccccc3)C(=O)C(=O)N2c2ccccn2)c(OC)c1 (stereo unspecified)	x	3.9
COCCNC(=O)c1cc2c(-c3ccccc3F)nn(C)c2s1	-13.2	x
COc1ccccc1C(=O)n1nc(-c2ccc(Cl)cc2)nc1N	-9.3	x
CC(=O)n1cc([C@@H]2C=C(C(=O)NCc3ccccc3)O[C@H](OCc3ccc(CO)cc3)C2)c2ccccc21	x	3.0
N#CC1(c2ccccc2)CCCN1C(=O)c1ccccc1Cl (stereo unspecified)	x	5.5
Cc1ccc(S(=O)(=O)NCc2cn3ccsc3n2)c(C)c1	-11.2	3.6
CCC(C)NCCCCOc1ccc(C)cc1[N+](=O)[O-] (stereo unspecified)	x	12.3
Cc1ccc(S(=O)(=O)N2CCC(C(=O)NCCc3ccccc3)CC2)cc1	x	-11.7
CC(=O)Nc1nonc1NC(=O)CSc1ncn[nH]1	-14.2	7.5
COC(=O)c1ccc(CSc2nnc(SCc3ccc(C(=O)OC)o3)s2)o1	-17.1	1.7
CCCC(=O)Nc1ccc(NC(=O)c2ccccc2Cl)nc1	-3.1	-17.8
O=C(CCCCO)CCCCCCCC[C@H]1N[C@H](CO)[C@H](O)[C@@H]1O[C@@H]1O[C@H](CO)[C@@H](O)[C@H](O)[C@H]1O	x	-21.4
COc1ccc(C2/C(=C(\O)c3ccc4c(c3)OCCO4)C(=O)C(=O)N2CCCN(C)C)c(OC)c1 (stereo unspecified)	1.4	-2.8
COc1ccc(C(=O)NC2CCN(C(=S)Nc3cc(C)ccc3C)CC2)cc1	x	-30.9
Cn1nc(C(=O)N2CCN(S(=O)(=O)c3ccccc3)CC2)c2ccccc2c1=O	-1.4	-0.1
Cc1nc(N2CCN(Cc3ccccc3)CC2)[nH]c(=O)c1C	20.9	6.4
Cc1cc(COc2ccccc2O)on1	x	4.1
Cc1cc(NC(=O)CCSc2nc(-c3ccco3)cc(C(F)(F)F)n2)no1	x	4.7
COc1ccc(C(=O)N(CN2CCCC2=O)c2ccccc2OC)cc1OC	-49.9	0.9
COc1ccc(NC(=O)c2cc(OC)c(OC)c(OC)c2)cn1	1.8	-15.9
CCOc1ccc(NC(=O)CSc2nc3ccccc3c(=O)n2CCCC(=O)N2CCCC2)cc1	x	-20.0
Cc1c(C=O)c(C=O)c(C)n1Cc1ccccc1	x	1.4
C=CCOc1ccc(/C(O)=C2/C(=O)C(=O)N(CCN3CCOCC3)C2c2ccc(C)cc2)cc1 (stereo unspecified)	-5.5	-5.2
CC(=O)Oc1ccc(OC(C)=O)c(SCCCCCN2CCOCC2)c1	x	-4.8
O=C(c1ccc2c(=O)n3c(nc2c1)CCCCC3)N1CCN(C(c2ccccc2)c2ccccc2)CC1	x	-5.6
CCN(CC)S(=O)(=O)c1cccc(-c2nnc(SCC#N)n2Cc2ccccc2)c1	-8.4	19.2
(more compounds)
SMILES	HIV RNase H inh	RmlCD inh mix
COC(=O)c1sccc1NC(=O)CSc1ccccc1NS(=O)(=O)c1cc(Cl)ccc1Cl	x	-11.2
Cn1c(SCc2nc3ccccc3s2)nnc1-c1cccs1	-3.8	17.8
COC(=O)N/N=C(\C)c1ccc(Br)cc1	x	7.1
CCOc1ccc(CCNC(=O)C2CCN(S(=O)(=O)N3CCOCC3)CC2)cc1OCC	-0.2	-4.5
Cc1cc(C)cc(NC(=O)c2cccc(NC(=O)C3C4CC5OC(=O)C3C5C4)c2)c1 (stereo unspecified)	x	3.7
Cc1cc(C)c(NC2=NCCCS2)c(C)c1	x	-0.2
CC#C[C@]1(O)CC[C@H]2[C@@H]3CCC4=CC(=O)CCC4=C3[C@@H](c3ccc(N(C)C)cc3)C[C@@]21C	x	1.0
CC(C)(C)c1nc(SCC(=O)Nc2ccc(N3CCOCC3)cc2)c2ccccc2n1	x	10.2
CCC(C)NC(=O)CN1C(=O)CC(C)(C)S(=O)(=O)c2ccccc21 (stereo unspecified)	-9.6	-15.3
CCCCn1nc2cc(C(=O)NCc3ccc4c(c3)OCO4)ccc2c1OCC	x	4.3
CCN1CCN(C(=S)c2ccc(OCC(=O)Nc3ccc(OC)cc3)cc2)CC1	x	8.2
COc1ccc(-c2cc(C(=O)N3CC4(C)CC3CC(C)(C)C4)no2)cc1OC (stereo unspecified)	-5.1	3.2
CCC1(C)CC(c2csc(N)n2)CCO1 (stereo unspecified)	-9.8	-4.1
CCn1c(/C=C/c2ccc([N+](=O)[O-])o2)nc2ccccc2c1=O	x	6.2
Cc1ccc(-n2c(N)c(C(=O)NCc3cccnc3)sc2=S)cc1	x	8.5
CCc1nnc(NC(=O)CSc2nnc(-c3ccoc3C)n2-c2ccc(C)cc2)s1	6.2	x
CCc1ccc(C(=O)NCc2cccs2)s1	-6.6	-14.4
Cc1cc(NC(=O)c2cnc3ccccn3c2=O)no1	-7.8	x
N#Cc1c(N)nc2c3c(sc(=N)c2c1N)NC(=O)CC3c1ccccc1 (stereo unspecified)	x	-12.8
CCNC(=O)NCCc1c[nH]c2ccc(Cl)cc12	-23.4	-4.8
Cn1c(=O)[nH]c(=O)c2c1nc(NC1CCCCC1)n2CCO	-2.2	1.3
CN(Cc1ccccc1)c1nc2c(c(=O)[nH]c(=O)n2C)n1CCCSc1ncccn1	-6.5	10.6
CSCC[C@H](NC(=O)OC(C)(C)C)c1nnc(SCc2ccccc2)o1	-7.5	-12.4
CCOC(=O)c1c(C)c(C(=O)N2CCC3(CC2)OCCO3)c(C)n1CC	3.2	-6.0
CN(Cc1ccccc1)S(=O)(=O)c1ccc2[nH]c(=O)oc2c1	-17.6	x
N#Cc1ccccc1NC(=O)Nc1ccc(Cl)cc1	x	40.2*
O=C(c1cccs1)c1coc2ccc(O)c(CN3CCOCC3)c12	-12.2	-1.5
Cc1ccc(S(=O)(=O)CCc2nnc(NC(=O)COc3cccc(C)c3)s2)cc1	x	5.2
COc1ccc(-c2nc(CC(=O)O)cs2)cc1	x	10.4
COCCn1nc2cc(C(=O)NCC34CC5CC(CC(C5)C3)C4)ccc2c1OC	x	20.1
Cc1ccc(S(=O)(=O)NC(=O)CSc2nc3ccccc3s2)cc1	x	-8.9
CC(C)(C)NCC(O)COc1c(F)cc(Br)cc1F (stereo unspecified)	x	-8.4
CC(=C1C(=O)c2ccccc2C1=O)N1CCc2ccccc2C1	-1.8	-9.2
COC(=O)c1cc(OC)c(OC)cc1NC(=O)CSc1ccc(C)cc1	x	11.4
CS(=O)(=O)c1nc(-c2ccccc2)cc(C(F)(F)F)n1	7.8	x
COc1ccc(C2CC(=O)N3C(=C2C#N)SCC3(O)c2ccccc2)cc1 (stereo unspecified)	-4.5	9.5
CC1=NN(C(=O)Cc2ccc([N+](=O)[O-])cc2)C(O)(c2cccnc2)C1 (stereo unspecified)	x	3.1
Cc1nn(C(C)(C)C)c(OC(=O)c2cccs2)c1Sc1ccccc1	x	-0.4
Cc1cccc(N2CCN(C(=O)CCCn3c(=S)[nH]c4cc5c(cc4c3=O)OCO5)CC2)c1C	30.4	x
CCN(CC)c1ccc(NC(=O)Nc2ccc(C(C)=O)cc2)cc1	18.8	23.9

Retrieved by structure from the entries so far (3):
SMILES	HIV RNase H inh	RmlCD inh mix
Cc1cccc(N2CCN(C(=O)CCCn3c(=S)[nH]c4cc5c(cc4c3=O)OCO5)CC2)c1C	30.4	x
CC(=C1C(=O)c2ccccc2C1=O)N1CCc2ccccc2C1	-1.8	-9.2
CC(C)(C)NCC(O)COc1c(F)cc(Br)cc1F (stereo unspecified)	x	-8.4

Next section
SMILES	HIV RNase H inh	RmlCD inh mix
O=C(CN1C2=NCCN2c2ccccc21)c1ccco1	-8.2	3.0
CCOC(=O)c1sc(NS(=O)(=O)c2ccccc2Cl)nc1C	x	-11.5
COCC(=O)Nc1nnc(COc2ccccc2)s1	-3.4	9.8
CCOC(=O)c1ccc(CNC(=O)c2cc(C(C)(C)C)oc2C)o1	-4.3	-3.9
CC1CN(S(=O)(=O)c2ccc(C(=O)Nc3sc4c(c3C(N)=O)CCN(C)C4)cc2)CC(C)O1 (stereo unspecified)	3.5	5.0
COc1ccc(C2C3=C(Nc4ncnn42)c2ccccc2CCC3)cc1 (stereo unspecified)	-2.5	-0.7
C=CCOC(=O)C(C#N)c1nc2ccccc2nc1N1CCN(c2ccccc2OCC)CC1 (stereo unspecified)	19.6	x

Not all compounds are listed. The share of hits here may be higher or lower than overall.
